From PubChem
FXIa inh 1536: human FXIa protease inhibitors, primary screen, biochemical, 1536-well; Coagulation factor XI (Homo sapiens), P03951; purified FXIa, Boc-Glu-Ala-Arg-AMC fluorogenic substrate; inhibition, % at 5 µM; actives 0.14% (n = 220,000);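 active means inhibition of at least 40%; inactive means inhibition below 40%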;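 further: fluorescence of freed AMC excited at 355 nm; 0% = enzyme without compound and 100% = no enzyme blank; many of its hits are not listed in these tables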
Target sequence (P03951 19-387 limits assumed): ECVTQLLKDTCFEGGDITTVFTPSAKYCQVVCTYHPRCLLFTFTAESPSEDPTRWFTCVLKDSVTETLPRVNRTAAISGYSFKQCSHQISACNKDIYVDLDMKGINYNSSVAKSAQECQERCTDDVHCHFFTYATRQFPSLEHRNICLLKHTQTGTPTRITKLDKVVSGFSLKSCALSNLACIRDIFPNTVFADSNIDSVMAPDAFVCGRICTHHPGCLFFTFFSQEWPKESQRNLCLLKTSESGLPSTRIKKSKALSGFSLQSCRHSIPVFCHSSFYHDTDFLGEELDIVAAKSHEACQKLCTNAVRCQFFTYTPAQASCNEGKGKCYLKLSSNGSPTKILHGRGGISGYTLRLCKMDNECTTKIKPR
Target sequence (P03951 388-625 limits assumed): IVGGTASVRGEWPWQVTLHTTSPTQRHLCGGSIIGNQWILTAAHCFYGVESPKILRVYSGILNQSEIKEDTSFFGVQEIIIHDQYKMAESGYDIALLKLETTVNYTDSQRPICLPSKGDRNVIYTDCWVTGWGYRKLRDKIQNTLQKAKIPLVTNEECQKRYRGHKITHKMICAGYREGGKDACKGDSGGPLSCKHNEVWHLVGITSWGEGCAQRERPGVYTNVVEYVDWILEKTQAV
Hck-Nef inh: inhibitors of Nef-activated human Hck kinase, primary screen, biochemical, Z-Lyte FRET, 384-well, Hck-YEEI. inhibition, % at 20 µM. Tyrosine-protein kinase HCK (Homo sapiens), P08631. actives 0.68% (n = 220,000). Recombinant Hck-YEEI plus Nef, Z-Lyte FRET kinase assay;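 active means Hck-Nef kinase inhibition above about 50%, limit read from the data; inactive means inhibition below that limit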;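 further: 0% = DMSO with Hck plus Nef and 100% = Hck alone without Nef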
Cl transport mod: KCC2 cotransporter modulators, thallium flux, primary screen, cell-based, HEK293 KCC2, FluoZin-2 fluorescence, MLSMR. B-score of Tl+ flux slope (higher = more flux/activation; lower = inhibition) at 10 µM. AID 1456, 2008. KCC2 cells, thallium flux FluoZin-2 fluorescence. actives 2.2% (n = 190,000);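 active means thallium flux slope and its plate-corrected score both differing from the plate sample mean at a set confidence after two filtering rounds, in either direction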;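 further: slope of fluorescence scaled to starting intensity during 10 to 20 s after thallium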
zVAD death inh: inhibitors of zVAD-triggered necroptosis, primary screen, L929 cells; L929 zVAD necroptosis rescue, ATP luminescence, 24 h; with zVAD 60 µM; viability rescue, % at 10 µM; actives 0.38% (n = 220,000); AID 1377, 2008;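 active means activation, scaled between plate controls, above about 75%, limit read from the data; inactive means activation under that limit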;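 further: 0% = zVAD with DMSO and 100% = DMSO alone without zVAD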
Rad51 HR inh: human RAD51 strand exchange inhibitors, primary screen, biochemical, fluorescence; hRad51 DNA strand exchange, fluorescence dequenching; inhibition, % at 10 µM; actives 0.085% (n = 200,000);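 active means inhibition above 40% at the single screening dose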;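 further: 0% = DMSO control wells and 100% = blanks with heterologous ssDNA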
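Test system – preformed human Rad51 ssDNA filaments · Reagent – Donor/quencher-labelled 47-bp dsDNA substrate · Incubation – 37 °C 15-min filament assembly, 30-min compound preincubation, 15-min exchange · Signal – FRET fluorescence dequenching, excitation 485 nm, emission 520 nm · Read-out – percent inhibition from fluorescence, normalised to plate control and blank means · Benchmarks – plate control and blank wells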
KLK5 inh: human KLK5 protease inhibitors, primary screen, biochemical, 1536-well; recombinant hK5, fluorogenic AMC substrate cleavage; inhibition, % at 5 µM; actives 0.59% (n = 210,000); AID 873, 2007;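 active means inhibition of 40% or more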;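 further: 0% = enzyme controls without compound and 100% = no-enzyme blanks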
Target sequence (Q9Y337 67-293 limits assumed): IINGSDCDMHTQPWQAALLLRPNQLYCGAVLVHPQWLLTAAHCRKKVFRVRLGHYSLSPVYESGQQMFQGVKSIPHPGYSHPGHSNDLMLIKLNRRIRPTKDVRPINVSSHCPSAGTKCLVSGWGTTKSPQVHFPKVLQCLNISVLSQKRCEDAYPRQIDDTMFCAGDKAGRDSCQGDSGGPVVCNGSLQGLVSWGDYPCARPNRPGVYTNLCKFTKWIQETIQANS
TNF necrop inh: inhibitors of TNF-alpha triggered necroptosis, primary screen, cell-based, Jurkat FADD-/-, single concentration; Jurkat FADD-/- TNF necroptosis rescue, ATP luminescence, 24 h; 0 = TNF only, 100 = no-TNF cells; activation (protection from cell death), % at 10 µM; actives 0.068% (n = 220,000);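 active means activation, meaning protection from cell death, of at least 50% relative to plate controls; inactive means activation below 50%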;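 further: necroptosis triggered by 40 ng/mL TNF-alpha added together with compound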
FXIIa inh: human FXIIa protease inhibitors, primary screen, biochemical, 1536-well | purified FXIIa, Boc-QGR-AMC fluorogenic substrate, 2 h | inhibition, % at 5 µM | actives 0.3% (n = 220,000) | AID 800, 2007; in the data active means inhibition above about 40%;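 further: 0% = enzyme with no compound and 100% = blank without enzyme; many of its hits are not listed in these tables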
thrombin 1536: human alpha-thrombin inhibitors, primary screen, counter-screen for coagulation protease inhibitor project, biochemical, 1536-well, fluorogenic AMC substrate; Prothrombin (Homo sapiens), P00734; Boc-VPR-AMC fluorogenic substrate cleavage; inhibition, % at 5 µM; actives 0.26% (n = 220,000); AID 1046, 2008;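 active means inhibition at or above 40%; inactive means inhibition below 40%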;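 further: 0% = enzyme with no compound and 100% = wells without enzyme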
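System: Human alpha-thrombin protein | Medium: pH 7.5 Tris (50 mM) with NaCl 150 mM, Tween 20 0.05% | Times: Enzyme reaction carried out at room temperature | Detection: AMC fluorescence, 355/460 nm | Evaluation: Percent inhibition scaled between no-compound controls and no-enzyme blanks | Benchmarks: Enzyme without compound as high, wells lacking enzyme as low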
* hit, by the source's call; . = no result given.

SMILES	FXIa inh 1536	Hck-Nef inh	Cl transport mod	zVAD death inh	Rad51 HR inh	KLK5 inh	TNF necrop inh	FXIIa inh	thrombin 1536
Cc1ccc(S(=O)(=O)NCc2nnc(SCC(=O)Nc3cccc(C)c3C)n2C)cc1	-5	1	-0.16	1.2	6	3	-0.1	7	-1
CCc1cc(C(=O)Cc2nc3ccccc3s2)c(O)cc1OCC(=O)O	-6	-5	-0.58	-0.4	10	-8	2.0	3	-4
C/C(N)=C(\C#N)C(=O)NCc1ccccn1	9	0	.	1.5	-1	-12	0.5	25	1
O=C(Nc1ccc(F)cc1)c1ccc(S(=O)(=O)N2CCOCC2)o1	-1	8	1.8	0.8	10	-12	2.3	2	-10
COc1ccc(Cl)cc1N(CC(=O)NC(C(C)C)C(C)C)S(C)(=O)=O	1	0	0.014	0.8	-13	-11	1.3	7	-12
O=C(CSc1n[nH]c(=O)[nH]c1=O)c1cccc([N+](=O)[O-])c1	-1	20	0.16	-0.7	3	-5	1.7	0	-7
Cc1ccccc1C(=O)NCC(=O)O	-4	19	1.6	1.7	6	0	0.4	4	-12
CCc1ccc(N(C(=O)c2csnn2)C(C(=O)NCc2ccccc2)c2ccco2)cc1 (stereo not drawn)	1	0	-0.7	-0.1	4	-12	0.1	7	2
CCN(CC)CCCN(Cc1cc2cc3c(cc2[nH]c1=O)OCO3)C(=S)Nc1ccc(OC)cc1	-5	19	-0.39	-0.2	-7	-1	0.6	9	-10
CC(C)(C)C1CCC(=NNC(=O)C(=O)NCc2cccnc2)CC1 (stereo not drawn)	-5	-37	0.013	4.2	-1	0	-0.4	.	-3
Cc1ccc(NC(=O)CCC(=O)NNC(=O)c2ccco2)cc1C	1	0	-1.3	0.1	-4	-13	-3.6	13	2
COc1ccc(NC(=O)COc2ccc(/C=N/NC(=O)c3cccnc3)cc2OC)cc1	4	4	0.025	0.3	3	-24	2.4	10	-1
CCS(=O)(=O)c1nc2ccccc2n1Cc1ccccn1	-1	23	0.081	1.6	-5	1	0.2	6	-10
O=C1Nc2ccccc2C(O)(C(=O)NCc2ccc3c(c2)OCO3)N1c1ccccc1 (stereo not drawn)	14	-2	-0.21	1.1	-7	-17	0.7	2	-7
COc1cc(/C=C2\C(=O)NN(c3ccccc3)C2=O)ccc1OCC(N)=O	1	19	-0.041	2.6	1	-2	1.0	0	-5
O=C(CCS(=O)(=O)c1ccccc1)NC12CC3CC(CC(C3)C1)C2	-6	1	.	0.8	3	-16	1.0	17	-11
CCC(C)NC(=S)Nc1ccccc1 (stereo not drawn)	-10	11	-0.062	-0.6	7	-6	-4.7	10	-5
Cc1ccc(NC(=O)c2ccc(C#CC3(O)CCCCC3)cc2)cc1C	-7	1	.	1.0	-3	1	1.1	-9	-10
CCOC(=O)C(=O)Nc1sc(C(=O)N2CCOCC2)c(C)c1C#N	1	16	0.031	7.9	5	4	0.4	9	-10
Cc1ccc(NC(=S)NCc2ccccn2)cc1	-1	0	-0.51	-0.1	-6	-3	-3.8	-11	-4
Cc1ccc(S(=O)(=O)NCc2nc3ccccc3[nH]2)cc1	3	2	0.47	0.4	-1	-5	1.1	9	5
COc1cccc(OC)c1C(=O)NCCSC1CCCCC1	-2	5	-0.2	-0.3	2	.	0.0	6	-10
Cc1cc(C)n2c(SC/C(O)=C(\C#N)c3nc4ccccc4[nH]3)nnc2n1	7	5	.	0.2	-40	-119	0.8	6	6
CCCOc1ccc(-c2nn(-c3ccccc3)cc2/C=C2\SC(=S)N(C3CCS(=O)(=O)C3)C2=O)cc1 (stereo not drawn)	12	-1	-0.0054	1.9	7	-5	2.9	19	3
O=C(NC(=S)Nc1cccc(Cl)c1N1CCCCC1)c1ccc2c(c1)OCCO2	8	3	0.094	1.3	10	-12	-4.5	10	-4
CCSc1n[nH]c(=S)s1	0	24	0.67	5.9	-7	-2	1.1	11	11
CC1CCCN(C(=O)Cn2cnc3c2c(=O)n(C)c(=O)n3C)C1 (stereo not drawn)	-8	2	0.25	0.1	-3	-7	0.9	-3	1
CCn1c(O)c(N=N)c2ccccc21	-3	24	0.29	7.4	.	1	-2.0	5	-3
O=C(Nc1nc2ccc3ccccc3c2s1)c1ccc(N2CCCCC2)c([N+](=O)[O-])c1	-5	-1	1	-0.4	0	-2	-0.5	3	-9
Cc1ccc(S(=O)(=O)c2c(C)cc(C)nc2Cl)c(C)c1	-1	2	.	-0.3	0	-16	-5.2	1	1
Cc1cccc(C(=O)OCc2cc3ccccc3[nH]c2=O)c1	-7	2	0.78	0.5	1	16	-3.1	2	-3
O=Cc1cccc(Oc2ncccn2)c1	-8	-2	0.67	1.1	4	-6	-0.1	1	-1
O=[N+]([O-])c1ccc(OCc2cn([C@@H](CO)c3ccccc3)nn2)c(Br)c1	-3	20	0.051	0.5	7	-3	-0.6	1	-3
O=C(Cn1c(CN2CCCCC2)nc2ccccc2c1=O)NCc1ccco1	18	-1	0.3	-0.1	-10	0	-2.2	26	-1
COC(=O)/C=C/C(=O)N1CCN(c2cccc(Cl)c2)CC1	3	4	0.54	1.9	-7	-21	-7.2	5	-2
COc1ccc(OC)c(Nc2nc(C3CC3)nc3c2nnn3Cc2ccccc2)c1	4	4	-0.3	0.5	.	-16	-0.5	19	-1
Cc1cc(C)cc(OCC(=O)N/N=C/c2ccc([N+](=O)[O-])o2)c1	5	8	1.4	4.6	.	.	-10	14	4
CCCN(CCC)C(=S)NC1CC2C=CC1C2 (stereo not drawn)	5	18	-0.17	-0.3	.	5	2.0	12	0
CN1/C(=C\C(=S)NC(=O)c2ccccc2Cl)C(C)(C)c2ccccc21	15	5	0.83	0.1	-27	-15	-1.9	19	-9
CCC(=O)N(NC1=NS(=O)(=O)c2ccccc21)S(=O)(=O)c1ccc(C)cc1	-3	13	0.41	-1.1	-2	6	-0.1	5	-9

Given with two lines to a compound: 4 of the compounds above
Every second line gives: FXIa inh 1536, Hck-Nef inh, Cl transport mod, zVAD death inh, Rad51 HR inh, KLK5 inh, TNF necrop inh, FXIIa inh, thrombin 1536
> CCCN(CCC)C(=S)NC1CC2C=CC1C2 (stereo not drawn)
 : 5, 18, -0.17, -0.3, ., 5, 2.0, 12, 0
> O=C(Nc1nc2ccc3ccccc3c2s1)c1ccc(N2CCCCC2)c([N+](=O)[O-])c1
 : -5, -1, 1, -0.4, 0, -2, -0.5, 3, -9
> CCn1c(O)c(N=N)c2ccccc21
 : -3, 24, 0.29, 7.4, ., 1, -2.0, 5, -3
> Cc1cccc(C(=O)OCc2cc3ccccc3[nH]c2=O)c1
 : -7, 2, 0.78, 0.5, 1, 16, -3.1, 2, -3

Single records (already shown). Order of values: FXIa inh 1536 | Hck-Nef inh | Cl transport mod | zVAD death inh | Rad51 HR inh | KLK5 inh | TNF necrop inh | FXIIa inh | thrombin 1536
Cc1cc(C)n2c(SC/C(O)=C(\C#N)c3nc4ccccc4[nH]3)nnc2n1 is entered as 7 | 5 | . | 0.2 | -40 | -119 | 0.8 | 6 | 6
CCCOc1ccc(-c2nn(-c3ccccc3)cc2/C=C2\SC(=S)N(C3CCS(=O)(=O)C3)C2=O)cc1 (stereo not drawn) is entered as 12 | -1 | -0.0054 | 1.9 | 7 | -5 | 2.9 | 19 | 3
CN1/C(=C\C(=S)NC(=O)c2ccccc2Cl)C(C)(C)c2ccccc21 is entered as 15 | 5 | 0.83 | 0.1 | -27 | -15 | -1.9 | 19 | -9
COc1ccc(OC)c(Nc2nc(C3CC3)nc3c2nnn3Cc2ccccc2)c1 is entered as 4 | 4 | -0.3 | 0.5 | . | -16 | -0.5 | 19 | -1
O=C(Cn1c(CN2CCCCC2)nc2ccccc2c1=O)NCc1ccco1 is entered as 18 | -1 | 0.3 | -0.1 | -10 | 0 | -2.2 | 26 | -1

New compounds follow.
SMILES	FXIa inh 1536	Hck-Nef inh	Cl transport mod	zVAD death inh	Rad51 HR inh	KLK5 inh	TNF necrop inh	FXIIa inh	thrombin 1536
O=C(CC1NCCN(Cc2ccccc2)C1=O)Nc1ccccc1 (stereo not drawn)	1	9	-0.16	-0.1	-6	-3	-1.1	9	-6
O=C(NC1CCCCC1)C(c1ccco1)N(Cc1cccnc1)C(=O)C1COc2ccccc2O1 (stereo not drawn)	-10	-25	-0.57	0.4	6	-19	-0.4	13	-2
Cc1ccc(NC(=O)CN2CCc3ccccc3C2)cc1S(=O)(=O)N1CCOCC1	9	-45	-0.1	-0.1	.	-6	0.9	16	0
COCCN(CC(=O)NCc1ccc(OC)cc1)C(=O)CCC(=O)Nc1nccs1	2	0	0.3	-0.1	19	-3	-1.9	16	0
Cc1nc2sc(C(c3cccs3)N3CC(C)CC(C)C3)c(O)n2n1 (stereo not drawn)	5	21	0.25	0.9	-4	-10	-1.3	12	-4
COc1ccc(/C=C/CN2CCCC(C(=O)c3cc(F)ccc3F)C2)cc1 (stereo not drawn)	0	13	.	0.0	.	.	2.2	4	2
COc1ccc(NC(=O)CSc2nnc(-c3ccccn3)n2N)c(OC)c1	3	1	.	1.0	-1	-15	0.6	14	-9
CCCCCc1ccc(-c2ccc(/C=C/C(=O)O)cc2)nc1	-4	1	-1.5	-0.1	17	-5	-0.9	3	-13
CC(=O)c1cc(-c2ccccc2)n(CCC(=O)NC2CCCCC2)c1C	5	4	0.15	-0.3	2	-19	-0.3	3	-11
O=C(CN1C(=O)C2CC=CCC2C1=O)Nc1nc2ccccc2s1 (stereo not drawn)	-7	21	-0.64	3.8	28	-16	2.9	-3	-1
CC(C)COC(=O)Nc1ccc(C(=O)O)cc1	-6	0	0.19	0.4	10	1	-0.7	7	-3
CCC(C)(C)C1CCC(=NNc2nc3ccccc3[nH]2)CC1 (stereo not drawn)	-6	-7	.	2.5	-3	-41	2.5	6	-1

Only part of the results is shown. The share of hits here may be higher or lower than overall.
